From PubChem BioAssay
NCI-60 one-dose screen, 48 h, at 10 µM unless noted. Numbers give growth in % (100 = growth as untreated, 0 = no growth, -100 = all killed).
A549/ATCC = A549/ATCC NSCLC. actives 3.7% (n = 81,000). AID 1794740
M14 = M14 melanoma | actives 6.2% (n = 80,000) | AID 1794745
EKVX = EKVX NSCLC | actives 3% (n = 71,000)
CCRF-CEM = CCRF-CEM leukemia; AID 1794778; actives 7% (n = 77,000)
HOP-92 = HOP-92 NSCLC cells | actives 6.3% (n = 71,000) | AID 1794738
RPMI-8226 = RPMI-8226 leukemia cells. actives 7.5% (n = 77,000)
MOLT-4 = MOLT-4 leukemia cells. actives 6.9% (n = 80,000)
HOP-62 = HOP-62 NSCLC | actives 3.9% (n = 80,000) | AID 1794735
An asterisk follows results filed as active; · = no result given. The calls were made as follows: active = growth percent below 10; inactive = the rest.

SMILES	A549/ATCC	M14	EKVX	CCRF-CEM	HOP-92	RPMI-8226	MOLT-4	HOP-62
CC(=O)[C@H]1CCC2C3CC=C4C[C@@H](OC(=O)CCC(=O)O)CC[C@]4(C)C3CC[C@@]21C (some centres not stated)	95	104	73	99	64	90	82	121
O=C(O)c1ccc(-c2nn(-c3ccc(C(=O)O)cc3)cc2CNc2cccc(F)c2)cc1	99	93	104	98	104	106	101	99
O=C1CCSc2ccc(Cl)cc21	99	112	107	104	·	101	102	102
Cc1ccc2oc(=O)cc(Cn3cc(Cn4c(C)cc(=O)n(Cc5cn(Cc6cc(=O)oc7ccc(C)cc67)nn5)c4=O)nn3)c2c1	110	99	106	104	114	102	103	106
O=C1CCC23OC4ON=C(c5ccccc5)C4C2C(O)c2ccccc2N13 (configuration not stated)	105	100	96	117	98	98	100	98
O=C(CSc1nc2ccccc2c(=O)n1CCc1ccccc1)Nc1ccccc1C(=O)O	55	82	75	·	·	·	·	52
COc1cc(C2(C)SCCCS2)cc(OC)c1OC	105	104	96	102	89	102	97	98
COc1cc2c(cc1OC)C(c1cc(OC)c(OC)c(OC)c1)CC(=O)N2 (configuration not stated)	101	120	108	97	113	98	98	103
O=C(O)c1ccc(-n2cc(/C=N/Nc3ccccc3F)c(-c3ccccc3)n2)cc1	88	90	63	55	93	69	66	72
CC(C)c1ccc2c(N)c(C(=O)Nc3ccc(C(F)(F)F)cn3)sc2n1	67	51	26	34	65	38	7.3*	58
CC(=O)Nc1nc(-c2n[nH]c(=S)n2-c2ccc(Oc3ccccc3)cc2)cs1	104	102	105	99	105	·	95	·
N#CC1C(=O)SC2c3ccccc3C(=O)c3ccccc3C12 (configuration not stated)	85	109	107	95	72	95	100	96
Clc1ccc2c(c1)c(-c1ccccc1)nc1nncn12	106	110	109	101	119	103	97	105
O=C(O)c1cc(NCc2cccc(Br)c2)ccc1N1CCOCC1	102	100	103	113	118	113	101	85
Cc1ccc(/C=C/C(=O)Nc2ncc(Cc3ccc(F)cc3)s2)o1	49	34	49	45	78	54	35	55
COc1ccc(C(=O)/C=C/c2cn(-c3ccccc3)nc2-c2cccc(Nc3ccnc4cc(Cl)ccc34)c2)cc1	95	110	·	48	65	67	104	103
NCC(=O)Nc1ccc(O)cc1	99	110	106	99	103	98	106	98
COc1cc2oc(-c3cccc(NC(=O)c4cccc([N+](=O)[O-])c4)c3)cc(=O)c2c(OC)c1OC	44	84	64	60	-0.1*	49	54	-36*
O=C1c2c(O)ccc(O)c2C(=O)c2c(O)ccc(O)c21	75	99	76	82	92	90	90	96
CC1=C(/C=C/C(=O)CC(=O)/C=C/C2=C(C)CCCC2(C)C)C(C)(C)CCC1	89	82	90	35	50	54	71	77
COC(=O)/C=C/c1cccc2c1C(=O)NC(C)(c1cc3cc(Cl)ccc3oc1=O)N2 (configuration not stated)	74	37	59	85	·	52	51	81
CC(=O)SCC(=O)Nc1ccc(Cl)cc1	88	95	·	89	112	94	104	94
O=C(CC(C(=O)O)C(c1ccccc1)[N+](=O)[O-])c1ccccc1 (configuration not stated)	107	101	96	94	94	101	95	98
O=C(/C=C/c1cccnc1)NCCCCC1CCCN(C(=O)c2ccccc2)C1 (configuration not stated)	49	19	106	42	·	37	44	85
Cc1cccc(NCC(=O)N2CCN(c3ncnc4c3cnn4-c3ccccc3)CC2)c1	65	62	54	63	51	76	58	67
Nc1cc(N)c(O)c(N)c1	95	114	96	104	91	107	103	105
O=[n+]1ccn([O-])c2ccccc21	113	97	104	18	79	79	102	95
OC(CN(Cc1ccccc1)C1CCCCC1)c1ccc(Cl)cc1 (configuration not stated)	85	71	94	·	97	83	·	108
Cc1ccnc(NS(=O)(=O)c2ccc(NC(=O)c3ccc(C(=O)Nc4ccc(S(=O)(=O)Nc5nccc(C)n5)cc4)cc3)cc2)n1	107	109	97	·	97	96	96	111
Nc1[nH]nc2nc(-c3ccccc3)[nH]c(=O)c12	109	107	70	·	101	·	98	100
CCCCCC(=O)OCCCC1CCCO1 (configuration not stated)	·	108	102	107	106	100	103	100
COc1ccc2cc(-c3cc4ccc(OC)cc4oc3=O)c(=O)oc2c1	117	107	100	90	83	100	88	100
CN1CCN(Cc2ccc(NC(=O)c3cncc(C#Cc4cnccc4C(F)(F)F)c3)cc2C(F)(F)F)CC1	94	35	88	83	56	71	46	81
CCOC(=O)C1=C(C)NC(SCc2nnc(-c3ccc(Cl)cc3)o2)=NC1c1ccc(F)cc1 (configuration not stated)	88	91	97	83	72	74	80	94
CCCCCCCCCCCCCCCC(=O)Nc1ccc(C)cc1	109	105	97	101	102	99	108	109
COC(=O)C1(C(C)C(=O)c2ccccc2)NC(=S)NC(=O)C1C#N (configuration not stated)	114	103	101	103	106	103	130	134
COc1ccc(CC2c3cc(OC)c(OC)cc3CC[N+]2(C)CCC(=O)OCCCCCOC(=O)CC[N+]2(C)CCc3cc(OC)c(OC)cc3C2Cc2ccc(OC)c(OC)c2)cc1OC (configuration not stated)	101	89	101	94	·	96	80	100
CC(c1ccccc1)N1C(=O)C(C2SC(=S)N(C(C)c3ccccc3)C2=O)SC1=S (configuration not stated)	82	70	94	54	84	·	79	97
O=C(O)c1ccccc1OP(=O)(O)O	105	100	92	·	·	·	109	111
Cc1ccc(OCc2ccc(Br)cc2)cc1	102	102	103	95	65	98	100	102
NC(=S)N/N=C/c1ccc(O)c(C(=O)O)c1	99	102	91	91	87	100	106	107
Cc1cc2c(cc1CCl)C(C)(C)CCC2(C)C	96	99	108	101	106	·	102	99
COCCn1c2nc(=O)n(-c3ccccc3)c(=O)c-2nc2ccccc21	102	107	·	91	105	80	104	101
CCCN1CCN(c2ccc3nc(-c4ccc5nc(-c6ccc(OCC)cc6)[nH]c5c4)[nH]c3c2)CC1	-71*	-27*	59	-32*	39	-39*	-0.3*	56
Cc1ccc(Nc2nc(N)nn2Cc2cccc(Br)c2)cc1	52	42	45	47	54	26	18	91
c1ccc2c[n+](CCCCC[n+]3ccc4ccccc4c3)ccc2c1	91	108	87	104	87	97	100	102
CN(C)c1ccc(C=Nc2ccc3c(c2)/C(=C/c2ccc(N(C)C)cc2)c2ccccc2-3)cc1	69	94	80	84	83	94	90	66
COC(=O)C1(C)CCc2c(ccc3ccccc23)C1=O (configuration not stated)	93	102	97	108	105	104	102	97
CC1(C)CC2=C3C=C[C@@H]4[C@@]5(C)CCC(=O)C(C)(C)[C@@H]5CC[C@@]4(C)[C@]3(C)CC[C@@]2(C(=O)O)CC1=O	48	47	63	58	26	32	55	76
CC1=C(C)C(=O)C(Nc2ccc(C(=O)OC(C)(C)C)cc2)=C(Cl)C1=O	103	98	105	107	106	113	109	95
CC(=O)OC[C@@]1(C)[C@H]2CCC3(CO3)[C@@H](C/C=C3/C(=O)OC[C@H]3OC(C)=O)[C@]2(C)CC[C@H]1OC(C)=O (some centres not stated)	92	73	86	26	79	65	·	121
COc1ccc(-c2cncn2-c2ccc(-c3nc4cc(OC)c(OC)c(OC)c4s3)cc2)cc1N	48	47	58	46	·	62	40	101
CCCCC1COc2cccc3c(SCC(=O)N(C)c4cccc5ccccc45)cc[n+]1c23 (configuration not stated)	103	83	109	100	105	90	102	106
CCCCCCCCCCCCCCCCCCNc1nc2ccccc2s1	94	98	95	97	86	92	100	95
Cc1c(C(C)(C(=O)O)c2c(C)n(C)c3ccccc23)c2ccccc2n1C	95	91	77	90	81	104	123	93
CCCCOC(=O)N1CCCC1	121	96	93	96	77	112	87	90
O=C1C=CN2CC=CCC2C1[C@@H](O)c1ccc(Br)cc1 (some centres not stated)	89	98	94	107	90	99	96	73
CC(=O)Oc1c(Cl)cc(Cl)c(Cl)c1[N+](=O)[O-]	97	98	93	101	·	105	93	107
NC1(c2ccc(F)cc2)C2CC3CC(C2)CC1C3 (configuration not stated)	98	96	97	101	92	106	111	98
CCOC(=O)C1OC(Oc2ccc3c(C)cc(=O)oc3c2)[C@@H](O)C(O)C1O (some centres not stated)	98	89	91	99	91	101	98	94

Some of the entries so far, in markdown.
| smiles | A549/ATCC | M14 | EKVX | CCRF-CEM | HOP-92 | RPMI-8226 | MOLT-4 | HOP-62 |
| --- | --- | --- | --- | --- | --- | --- | --- | --- |
| CC1=C(C)C(=O)C(Nc2ccc(C(=O)OC(C)(C)C)cc2)=C(Cl)C1=O | 103 | 98 | 105 | 107 | 106 | 113 | 109 | 95 |
| CC(=O)OC[C@@]1(C)[C@H]2CCC3(CO3)[C@@H](C/C=C3/C(=O)OC[C@H]3OC(C)=O)[C@]2(C)CC[C@H]1OC(C)=O (some centres not stated) | 92 | 73 | 86 | 26 | 79 | 65 | · | 121 |
| Cc1ccc(Nc2nc(N)nn2Cc2cccc(Br)c2)cc1 | 52 | 42 | 45 | 47 | 54 | 26 | 18 | 91 |

Other entries follow:
SMILES	A549/ATCC	M14	EKVX	CCRF-CEM	HOP-92	RPMI-8226	MOLT-4	HOP-62
CCN1CCN(CC(=O)Nc2nc3ccc(NCc4ccc(Cl)cc4)cc3s2)CC1	61	-77*	86	50	32	40	54	78
Cc1cc2c(C(C)C)c(O)c(O)c(C(=O)C(=O)NCc3ccco3)c2c(O)c1-c1c(C)cc2c(C(C)C)c(O)c(O)c(C(=O)C(=O)NCc3ccco3)c2c1O	30	63	44	36	47	51	40	70
O=C(CSc1nc2sc3c(c2c(=O)n1-c1ccc(Cl)cc1)CCCC3)N/N=C/c1ccc(F)cc1	88	90	90	66	97	97	69	105
Nc1ncnc2c1ncn2C1OC(CO)C2OC21 (configuration not stated)	102	102	105	105	102	103	111	97
CC(C)n1cc(C#N)c(N)n1	95	120	106	96	99	100	103	106
CS(=O)(=O)c1ccc(-c2nc3ccccc3n2CC(=O)NCN)cc1	103	98	96	97	83	112	109	88
c1ccc(-c2oc(-c3ccccc3)c(CN3CCCCC3)c2CN2CCCCC2)cc1	56	1.7*	41	24	4.0*	-6.4*	15	54
CC1(C)/C(=C\CO)C2CCC1C2 (configuration not stated)	·	103	113	92	·	92	107	97
COc1ccc(-c2nn(-c3ccccc3)cc2/C=C2/CCc3ccccc3C2=O)cc1	103	95	95	111	·	98	·	102
CCOC(=O)C(Cc1ccc([N+](=O)[O-])cc1)(NC(C)=O)C(=O)OCC	82	102	102	105	90	94	101	84
C=CCn1c(SCC(=O)c2ccccc2)nnc1-c1ccc(OC)cc1	98	93	97	105	87	102	94	101
CCOc1ccc(CCNC(=O)Cc2ccc(OCC)c(OCC)c2)cc1OCC	110	104	96	104	94	93	84	88
COc1cc(CNC(=O)/C=C/c2ccc3c(c2)OCO3)ccc1OCc1cn(-c2ccccc2[N+](=O)[O-])nn1	110	98	82	99	84	84	90	84
N=Nc1nc2nc(O)c(O)n2[nH]1	102	99	93	101	108	101	102	98
Cc1nnc(Nc2ccc(NC(=O)c3ccc(Cl)cc3)cc2)c2ccccc12	98	97	86	91	55	89	83	89
CC(C(=O)O)c1cccc(Oc2ccccc2)c1 (configuration not stated)	102	110	94	94	78	94	99	99
COc1ccc(-c2ccc3cnc4sc(-c5ccccc5)nc4c3n2)cc1	92	108	71	114	82	96	99	92
CCOC(=O)Nc1ccccc1NC(=O)/C=C/c1ccc(NC(=O)c2ccc3c(c2)ncn3-c2ccccc2)cc1	110	95	110	92	105	83	93	119
COc1ccc(Cn2cc3c(c2-c2ccccc2)CCCc2cnoc2-3)cc1OC	95	96	79	87	79	63	87	102
Cc1ccc2c(c1)c(=O)n(-c1ccccc1)c1nnc(-c3ccccc3)n21	91	93	93	96	97	·	91	·

Compound profiles, from the list above. Values in the order: A549/ATCC, M14, EKVX, CCRF-CEM, HOP-92, RPMI-8226, MOLT-4, HOP-62
Shown for `CC(C(=O)O)c1cccc(Oc2ccccc2)c1` (configuration not stated) → 102, 110, 94, 94, 78, 94, 99, 99
Shown for `CCOc1ccc(CCNC(=O)Cc2ccc(OCC)c(OCC)c2)cc1OCC` → 110, 104, 96, 104, 94, 93, 84, 88
Shown for `CCOC(=O)Nc1ccccc1NC(=O)/C=C/c1ccc(NC(=O)c2ccc3c(c2)ncn3-c2ccccc2)cc1` → 110, 95, 110, 92, 105, 83, 93, 119
Shown for `O=C(CSc1nc2sc3c(c2c(=O)n1-c1ccc(Cl)cc1)CCCC3)N/N=C/c1ccc(F)cc1` → 88, 90, 90, 66, 97, 97, 69, 105

Going on with the list:
SMILES	A549/ATCC	M14	EKVX	CCRF-CEM	HOP-92	RPMI-8226	MOLT-4	HOP-62
CN(CCCC(=O)NO)CCC(=O)Nc1ccccc1	101	93	95	99	96	·	111	113
N=C1NC(=O)C(Cn2c(-c3ccccc3)nc3ccccc32)S1 (configuration not stated)	99	99	103	106	100	102	95	100
CNc1nnc(Cn2nc(-c3ccccc3)ccc2=O)s1	124	119	103	103	113	98	108	103
COc1ccc(N2C(=O)C(Oc3ccccc3)C2c2ccc(Cl)cc2)cc1 (configuration not stated)	90	92	78	90	109	92	97	97
Nc1[nH]c(=S)[nH]c(=O)c1NC=O	105	109	108	103	·	107	113	104
Nc1ccc(N2CCOCC2)cc1	110	94	·	124	114	112	118	91
Cc1ccc2nc3c(cc2c1)CSc1nnc(-c2ccc[nH]c2=S)n1N3	100	93	102	104	102	99	92	96
COc1ccc(C(=O)COc2ccc(/C=C3\CCc4ccccc4C3=O)cc2)cc1	·	95	96	80	63	82	76	88
COc1cc(OC)c2cc(C(=O)O)c(=O)oc2c1	123	103	98	113	·	43	75	103
CCOC(=O)Nc1ccccc1	100	93	·	119	101	105	100	96
O=C(Nc1ccccc1)Nc1nc2cc([N+](=O)[O-])ccc2o1	53	57	26	32	62	41	46	77
